M5 PAM: positive allosteric modulators of human muscarinic M5 receptor; P08912; hit rate 0.3% among 360,000; CHO-K1 hM5, Fluo-8 calcium, ACh EC20 PAM; 0% = ACh EC20, 100% = ACh EC100; activation, % at 3 µM; AID 624038;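 active = activation above the run cutoff, the mean activation of all test compounds plus 3 SD, cut at about 18% in these data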
Target sequence (P08912 whole entry, looked up): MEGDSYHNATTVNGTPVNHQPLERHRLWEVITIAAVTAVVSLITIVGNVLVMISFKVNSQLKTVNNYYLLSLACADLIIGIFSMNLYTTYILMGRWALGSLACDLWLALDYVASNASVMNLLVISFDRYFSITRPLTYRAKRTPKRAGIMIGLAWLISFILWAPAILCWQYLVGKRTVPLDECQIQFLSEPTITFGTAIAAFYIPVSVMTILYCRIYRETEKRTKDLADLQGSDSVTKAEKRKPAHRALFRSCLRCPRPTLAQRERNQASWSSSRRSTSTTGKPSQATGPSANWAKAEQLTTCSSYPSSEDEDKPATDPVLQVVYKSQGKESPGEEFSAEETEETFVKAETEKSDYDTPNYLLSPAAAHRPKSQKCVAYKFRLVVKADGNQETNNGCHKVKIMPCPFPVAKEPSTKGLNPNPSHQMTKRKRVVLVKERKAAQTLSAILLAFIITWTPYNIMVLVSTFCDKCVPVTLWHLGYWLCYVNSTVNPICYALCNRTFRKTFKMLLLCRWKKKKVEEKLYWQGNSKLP
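System: CHO-K1 hM5 cells. Reagent: acetylcholine, EC20 level. Compound dosing: single dose, 3 µM nominal final test concentration. Timing: Post-acetylcholine fluorescence recording 140 s. Detection: Fluo-8 calcium fluorescence. Read-out: % activation, ACh-normalized. Benchmarks: ACh EC20 and EC100 wells. Repeats: singlicate, one well per test compound.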
M4 PAM: CHRM4 positive allosteric modulation | hit rate 0.4% among 360,000 | CHO-K1 hM4/Gqi5, Fluo-8 calcium fluorescence, ACh EC20; 0% = ACh EC20, 100% = maximal ACh | AID 624126 | activation, % at 3 µM | P08173;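 active = activation above its plate's cutoff, the mean activation of sample wells plus 3 SD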; also: some results filed as inactive read as strong as hits
CHRM4 agonist: agonists of human muscarinic M4 receptor (CHRM4); activation, % at 3 µM; CHO-K1 hM4/Gqi5, Fluo-8 calcium fluorescence; vehicle 0%, full acetylcholine response 100%; hit rate 0.14% among 360,000; AID 624127; P08173;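 active = activation above the run mean over all test wells plus 3 SD, cut at about 32% in these data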;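 also: peak over basal fluorescence ratio per well then scaled between controls; 0% = DMSO wells and 100% = acetylcholine at EC100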
CRFBP-R2 block: blocks CRF-induced signaling of the CRF-BP/CRF-R2 complex; HEK293 CRF-R2/CRF-BP, CRF-induced calcium fluorescence; inhibition, % at 11.8 µM; hit rate 0.59% among 350,000;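 active = inhibition of the ligand-induced calcium signal above about 50% at the single tested concentration, limit read from the data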
M5 antag: blocks acetylcholine activation of human M5 receptor; inhibition, % at 3 µM; P08912; CHO-hM5 cells, Fluo-8 calcium fluorescence, ACh EC80; hit rate 0.59% among 360,000;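 active = inhibition above a per-plate cutoff, the mean of that plate's test compounds plus 3 SD, cut at about 27% in these data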;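 also: 0% = acetylcholine EC80 with DMSO and 100% = DMSO without agonist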
M5 ag: agonists of human muscarinic M5 receptor (CHRM5). activation, % at 3 µM. CHO-K1 hM5 cells, Fluo-8 calcium fluorescence; 0% DMSO wells, 100% maximal acetylcholine response. hit rate 0.19% among 360,000. P08912;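 active = activation above the run's mean over test compounds plus 3 SD, cut at about 23% in these data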;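 also: signal is peak over basal fluorescence ratio across the kinetic read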
CHRM4 antagonist: blocks acetylcholine activation of human M4 receptor; hit rate 0.73% among 360,000; inhibition, % at 3 µM; P08173; AID 624125; CHO-hM4 cells, ACh EC80, Fluo-8 calcium fluorescence;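 active = inhibition above its plate's cutoff, the mean inhibition of sample wells plus 3 SD, cut at about 27% in these data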;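 also: 0% = acetylcholine EC80 with DMSO and 100% = DMSO without agonist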
CHRM1 PAM: potentiates human M1 receptor response to acetylcholine; P11229; AID 588819; hit rate 0.088% among 360,000; activation, % at 3 µM; CHO-K1 hM1, Fluo-8 calcium fluorescence, ACh EC20; 0% = ACh EC20, 100% = maximal ACh; in the data active = activation above about 19%, passing the limit was not always enough
Target sequence (P11229 whole entry, looked up): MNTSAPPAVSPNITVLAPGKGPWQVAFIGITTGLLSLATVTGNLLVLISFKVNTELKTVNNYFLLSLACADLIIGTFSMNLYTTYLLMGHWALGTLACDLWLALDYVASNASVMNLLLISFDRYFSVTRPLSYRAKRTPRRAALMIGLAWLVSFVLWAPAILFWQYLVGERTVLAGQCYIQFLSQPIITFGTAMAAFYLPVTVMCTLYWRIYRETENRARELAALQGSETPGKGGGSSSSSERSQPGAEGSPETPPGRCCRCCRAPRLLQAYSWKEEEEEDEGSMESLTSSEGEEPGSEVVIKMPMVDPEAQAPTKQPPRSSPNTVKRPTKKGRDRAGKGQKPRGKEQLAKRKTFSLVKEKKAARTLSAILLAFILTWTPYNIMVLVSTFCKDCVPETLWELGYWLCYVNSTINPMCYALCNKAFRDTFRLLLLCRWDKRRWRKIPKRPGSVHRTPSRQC
CRFBP-R2 agonist: agonists of human CRF-binding protein/CRF-R2 receptor complex | HEK293 CRF-R2/CRF-BP, calcium dye fluorescence (FLIPR); percent of saturating CRF peptide response | activation, % at 13.2 µM | hit rate 0.46% among 350,000 | AID 588473;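 active = activation of at least 50%, plus an integration ratio under a set limit after plate pattern correction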;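 also: plate controls were neutral control wells without compound for no effect and CRF at EC100 for full effect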
* = called active by the depositor; x = not tested or not shown.

Second line of a record – M5 PAM	M4 PAM	CHRM4 agonist	CRFBP-R2 block	M5 antag	M5 ag	CHRM4 antagonist	CHRM1 PAM	CRFBP-R2 agonist
Cc1ccc(CS(=O)(=O)c2cn(CC(=O)N3CCOCC3)c3ccccc23)cc1
→ 4	-6	2	14	6	-2	9	4	-0.6
Cn1cccc1/C=N/NC(=O)c1cccc(OC(F)(F)C(F)F)c1
→ -3	-1	5	-16	4	-2	9	-1	-1.3
Cn1cnnc1SC(C(=O)c1ccccc1)c1ccccc1 (stereo not given)
→ -6	-4	0	6	2	-10	-6	1	0.2
COc1ccc(CCNC(=O)CNS(=O)(=O)c2ccc(N(C)C)c([N+](=O)[O-])c2)cc1OC
→ -1	-5	1	1	4	-6	10	10	-1.0
C/C(CC(=O)Nc1ccc(Cl)cc1Cl)=N\NC(N)=S
→ 0	-14	0	6	4	0	10	7	-0.4
COc1ccc(CC(=O)Nc2cc(F)ccc2F)cc1S(=O)(=O)N1CCOCC1
→ -1	-1	2	-11	0	1	1	0	-2.7
CCN1C(=O)[C@H]2[C@H]3CN=C(SCc4ccc(C)cc4)N3[C@@](CC)(C(=O)OC)[C@H]2C1=O
→ 3	3	1	-10	-7	0	1	12	-3.4
C/C(=N\NC(=O)CSc1nc(C)cc(C)n1)c1cccc([N+](=O)[O-])c1
→ -1	4	1	19	0	-5	-7	9	1.8
CC(C)(C)C1CCc2c(sc(NC(=O)c3cccs3)c2C(N)=O)C1 (stereo not given)
→ -2	8	0	-26	-5	-2	0	12	1.4
Cc1cc(Cl)ccc1NC(=O)Nc1c(C)n(-c2ccccc2)c(=O)n1C
→ 1	6	0	14	4	-2	-5	8	-3.6
O=C(COc1ccc(Cl)cc1)NCCNC(=O)c1ccccn1
→ 2	-2	2	-4	13	0	5	4	-0.8
CC1C(=O)N2CCCc3cc(S(=O)(=O)NCCc4ccccc4)cc1c32 (stereo not given)
→ -12	-5	14	3	18	-3	9	-10	0.7
Cc1ccc(C)c(S(=O)(=O)N2CCN(CC(=O)Nc3ccc4c(c3)CCC4)CC2)c1
→ -13	-22	1	-13	8	-4	0	-8	1.1
Cn1ncc(Br)c1C(=O)N1CCCCCC1
→ 9	7	1	-12	-6	-3	-1	10	-6.5
COC(=O)c1c(C(C)=O)c(C)n(C)c1C
→ 3	5	0	-8	2	0	-9	5	-0.2
Cc1c(C(=O)NCc2ccccn2)oc2ccc(Br)cc12
→ -2	1	2	-12	9	0	1	12	-0.5
COc1ccc(N2CCN(C(=O)Cn3cnc4sc(C)c(S(=O)(=O)N5CCOCC5)c4c3=O)CC2)cc1
→ -2	-8	3	5	11	-1	3	0	0.3
Nc1sc(Cc2ccccc2)cc1C(=O)c1c(-c2ccccc2)[nH]c2ccccc12
→ 1	-1	8	x	3	9	14	x	x
CCN1C(=O)S/C(=C/c2ccc(Oc3ccc([N+](=O)[O-])cn3)c(OC)c2)C1=O
→ -1	1	0	2	6	0	3	11	1.1
O=C(CN(CC1CCCO1)C(=O)CNS(=O)(=O)c1ccc(Cl)cc1)NCCc1ccccc1 (stereo not given)
→ 1	16	2	-14	-7	3	-8	15	4.8
O=C(Nc1ccc2c(c1)OCCO2)c1c[nH]c(=O)n(-c2ccc(F)c(Cl)c2)c1=O
→ -8	0	3	-15	10	0	4	10	-0.9
C=CCn1c(SCC(=O)NC2CCCC2)nc2sc(C)cc2c1=O
→ -1	1	0	2	3	2	4	6	-4.1
O=C(COc1ccc(Cl)cc1)Nc1ccccc1C(=O)NCc1cccnc1
→ -11	-5	11	-16	-4	3	0	-3	-1.3
O=C(NCc1ccccc1)C1C2C=CC3(CN(Cc4cccnc4)C(=O)C13)O2 (stereo not given)
→ -6	2	2	5	5	-3	9	-2	-2.0
O=C(Nc1ccccc1C(=O)N1CCOCC1)C1CCC(=O)N1C1CCCC1 (stereo not given)
→ -4	-4	2	-13	1	-3	0	-6	0.7
CC(C)CNC(=O)Cn1c(=O)c2c(ncn2CC(C)C)n(Cc2ccccc2)c1=O
→ 1	3	5	-2	6	1	-6	6	-0.1
COc1ccc(/C=N/NC(=S)Nc2ccccc2[N+](=O)[O-])cc1O
→ -12	4	8	-2	0	-1	-3	-7	-1.8
Cc1c(N2C(=O)/C(=C/c3cccc4ccccc34)SC2=S)c(=O)n(-c2ccccc2)n1C
→ -3	-3	0	-4	9	-1	0	-6	0.9
CCN1C(=O)[C@H]2[C@@H](c3ccc(C)cc3)N3C(=O)N(c4ccccc4)C(=O)[C@@]3(C)[C@H]2C1=O
→ 1	6	1	3	9	4	-6	10	0.7
Cc1ccc(S(=O)(=O)N2CCCCCC2)cc1[N+](=O)[O-]
→ -1	0	0	58*	-11	-7	-8	-2	-1.0
COCCNC(=O)C1CCCN(Cc2ccccc2F)CC1 (stereo not given)
→ -1	-3	0	x	-1	0	6	12	x
CCCCOC(=O)c1cc(Cl)c(O)c(OC)c1
→ -4	3	-1	7	6	0	2	3	0.0
CC(C)Sc1nc(N)nc2c1ncn2C1OC(CO)C(O)C1O (stereo not given)
→ 2	1	1	21	7	6	6	1	-4.5
CCC(=O)Nc1cc(C(=O)NCC2CCCN2CC)c(OC)cc1N(C)C (stereo not given)
→ -10	-11	8	4	6	1	12	-3	-0.3
COc1cc(Cn2c3ccc(NC(=S)NCc4ccc(C)cc4)cc3c(=O)n2C)ccc1F
→ -8	-9	9	x	8	1	9	-5	x
O=C(CCC(=O)c1ccc(F)cc1)Nc1cccc(S(=O)(=O)Nc2cccc(Cl)c2)c1
→ -10	-6	5	0	4	-1	-6	2	-0.3
O=C(COc1ccc(S(=O)(=O)N2CCOCC2)cc1)Nc1cccc([N+](=O)[O-])c1
→ -5	-5	8	13	20	-2	1	3	-1.1
Cc1cccnc1NC(=O)c1ccc(S(=O)(=O)N2CCCC2)cc1
→ -5	-2	0	2	4	-2	0	-3	0.2
CCOc1ccccc1C(=O)N1CCC(n2nnc3cc(C)ccc32)CC1
→ -11	-4	6	5	7	-2	-5	12	-1.1
CCC(=O)NC(Nc1sc2c(c1C(=O)OC)CCCC2)(C(F)(F)F)C(F)(F)F
→ -2	5	-2	-6	-1	-5	-11	-1	-1.7
COc1ccccc1-c1sc2ccccc2c1-c1ccc(Br)nc1
→ -4	-1	0	-1	13	-2	-12	6	2.7
O=C(OC1CCOC1=O)c1ccc2ccccc2n1 (stereo not given)
→ -15	-5	9	-2	13	5	7	-7	-1.6
CC1(C)CC(=O)C2=C(C1)Nc1[nH]n(-c3ccccc3)c(=O)c1C2c1ccc2c(c1)OCO2 (stereo not given)
→ 2	-3	0	5	-7	0	7	3	-1.8
CC(Sc1nnc(-c2ccco2)n1N)C(=O)NCc1ccc2c(c1)OCO2 (stereo not given)
→ 3	2	0	5	-6	2	-6	4	-1.4
O=C(CN1C(=O)c2ccccc2C1=O)NCc1ccccn1
→ 9	-2	1	5	-11	2	1	8	-0.5
CN1/C(=C/c2cccc[n+]2CCO)Sc2ccccc21
→ -4	-2	1	-1	-2	-16	-3	8	5.7
COc1ccccc1NC(=O)Nc1ccc(C(=O)N2CCCCC2)cc1
→ -8	-6	3	-10	6	2	6	2	-0.4
O=C(CSc1nn(-c2ccc(F)cc2)c(=S)s1)NC(=O)NCc1ccco1
→ 3	-4	0	-23	-6	2	3	0	2.1
CN(CCCNC(=O)c1nn(C)c2c1CS(=O)(=O)c1ccccc1-2)Cc1ccccc1
→ 4	-3	1	1	-2	-4	-1	2	0.1
O=c1cc(-c2ccccc2)nc2n1Cc1ccccc1-2
→ -7	3	3	-10	2	1	6	4	-1.5

(cont.)
Second line of a record – M5 PAM	M4 PAM	CHRM4 agonist	CRFBP-R2 block	M5 antag	M5 ag	CHRM4 antagonist	CHRM1 PAM	CRFBP-R2 agonist
COc1ccc(C(N)=O)c(OCC(=O)Nc2cc(C)on2)c1
→ -7	2	1	-3	6	0	-3	6	-0.6
Nc1ccc2nc(-c3cccc(-c4nc5ccc(N)cc5[nH]4)n3)[nH]c2c1
→ 0	5	1	24	2	1	-4	3	-0.6
Cc1oc2c(C)c(O)ccc2c(=O)c1-c1nncn1-c1ccccc1
→ 5	-9	0	-7	2	-2	7	0	3.0
Cc1ccnc(NS(=O)(=O)c2ccc(NC(=O)c3snnc3C)cc2)n1
→ 3	-3	1	-10	1	-1	5	-5	0.2
Cn1c(=O)cc(SCC(=O)NCCC2=CCCCC2)c2ccccc21
→ -2	-10	3	-5	-8	-1	10	4	0.0
Cc1cccc(C(=O)N2CCC(c3nc(-c4ccc(S(=O)(=O)N5CCOCC5)cc4)no3)CC2)c1
→ 1	-4	-1	0	-3	2	-5	1	0.7
CC1=NN(C(=O)c2cc(C)nn2C)C(O)(C(F)(F)F)C1 (stereo not given)
→ -6	6	2	11	14	-1	-4	10	-1.0
COc1ccc(S(N)(=O)=O)cc1C(=O)NCCCN1CCN(c2cccc(Cl)c2)CC1
→ 2	2	1	14	-4	-5	3	1	-0.3
CCOc1ccccc1N=C1SCC(C)N1C(=O)C1CCN(c2ncnc3sc(C)c(C)c23)CC1 (stereo not given)
→ 1	17	6	11	2	-4	-12	4	0.1
Cc1ccc(S(=O)(=O)N2CCCC(C(=O)NCCC(C)C)C2)cc1 (stereo not given)
→ 3	-1	1	11	2	1	-4	4	-2.6
Cc1nn(CC(=O)Nc2cccnc2)c(=O)c2ccccc12
→ 2	11	1	11	5	0	4	10	-0.3
Cc1cccc(C(=O)N2CCCC(Nc3ccc(C)c(C)c3)C2)n1 (stereo not given)
→ -4	-4	0	-11	11	-2	7	3	1.1
Cn1cnc(S(=O)(=O)Nc2ccc(Cl)c(C(F)(F)F)c2)c1
→ 11	15*	1	-4	-16	-5	6	20	1.0
O=C(CSc1ccc(Cl)cc1)Nc1ccc(C2SCCS2)cc1
→ -13	-16	10	-7	4	2	-2	-5	3.9
Cc1ccc2nc3n(c(=O)c2c1)CCCCC3
→ 8	2	0	3	-15	-11	-10	-19	1.1
CC(OC(=O)c1ccccc1Nc1ccc(SC(F)F)cc1)C(N)=O (stereo not given)
→ -9	10	1	-8	4	-1	-17	-2	-1.3
Cc1ccc(NC(=O)C(=O)NC(C)C2COc3ccccc3O2)cc1 (stereo not given)
→ -7	2	0	34	-2	-2	0	2	1.4
COc1ccc(/C(C)=N/NC(=O)CNC(=O)c2cccs2)cc1
→ 7	0	0	-15	-11	-2	0	14	0.3
Cc1nc(-c2ccccc2)c(Cc2ccccc2O)c(=O)[nH]1
→ -7	-5	0	4	11	0	-2	5	-1.0
CC[C@]12c3[nH]c4cc(-c5ccco5)ccc4c3CCN1C(=O)[C@@H](CC(=O)NCCCN(C)C)C[C@@H]2C(=O)N1CCN(C(=O)c2ccco2)CC1
→ -3	3	0	-3	6	-1	-4	3	-0.3
O=C(O)c1cccc2c1C(=O)N(C1CCCC1)C2
→ -2	-4	0	9	8	-2	-4	9	-2.2

Limited to M5 antag, for two of the compounds above:
SMILES	M5 antag
Cn1cnc(S(=O)(=O)Nc2ccc(Cl)c(C(F)(F)F)c2)c1	-16
O=C(CSc1ccc(Cl)cc1)Nc1ccc(C2SCCS2)cc1	4

Bioassay records (PubChem)
